KB-3-1 cytotox = kills parental KB-3-1 adenocarcinoma cells | Potency, µM (series often up to 46.1 µM), inactives show at the highest dose activity change, negative = cytotoxic, actives largely listed as cytotoxic | actives 1.4% (n = 400,000) | KB-3-1 viability, CellTiter-Glo ATP luminescence, 72 h; note: % is set by controls: 0 for no effect and ±100 for the full control effect; nearly all actives have a fitted effect of over 60% in size
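72 h, 37 °C compound treatment of KB-3-1 parental cells; CellTiter-Glo added, 10 min, luminescence read. Data corrected against DMSO-only plates and normalized before curve fitting.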
HT1080NT lethal = kills 2HG-producing HT-1080-NT fibrosarcoma cells; actives 1.6% (n = 360,000); HT-1080-NT fibrosarcoma viability, CellTiter-Glo ATP luminescence, 48 h; Potency, µM (titrated, usually from 46.1 µM), inactives show at the highest dose activity, negative = less viability, actives largely listed as cytotoxic;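 note: NT is the 2HG producing partner of a matched IDH1 knockdown line; 0% = DMSO-treated cells and -100% = media-only wells without cells; nearly all actives have a fitted effect of over 55% in size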
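750 cells/well, RPMI + 5% FBS; 2 h settle, compound pin-transfer, 48 h at 37 degrees C. CellTiter-Glo 10 min RT, luminescence. Normalized to DMSO and media-only wells.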
HT1080 IDH1KD tx = toxicity to HT-1080 IDH1 knockdown cells (counter line); HT-1080 IDH1 knockdown viability, ATP luminescence, 48 h; Potency, µM (series often up to 46.1 µM), for the others: at the top dose activity, negative = toxicity, most hits filed as cytotoxic; actives 2% (n = 360,000);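 note: 0% = DMSO wells and -100% = cell-free medium wells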
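Cytotoxicity counter-line: IDH1KD HT-1080, 48 h, CellTiter-Glo. Curves classed by r2, magnitude and activity.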
HEK293 tox = cytotoxic in the GLP-1 receptor inverse agonist counter-screen. Potency, µM (doses to about 38.3 µM), for the others: top-dose activity change, negative = inhibition, most hits filed as inhibitors. actives 0.13% (n = 410,000). HEK293 cAMP-luciferase reporter cells, luminescence, 24 h;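 note: loss of luciferase light is scored as toxicity; % is set by controls: 0 for no effect and ±100 for the full control effect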
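Compound-treated cells are incubated 24 hr at 37 deg C under 5% CO2 after a 12 hour attachment period, then luciferase detection reagent is added and luminescence is measured following 12 min at room temperature; lowered signal indicates toxicity.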
GLP1R ag = activates the human GLP-1 receptor; P43220; HEK293 GLP-1R CRE-luciferase, luminescence, 4-6 h; cells express a hypersensitive GLP-1R form; Potency, µM (doses to about 45.6 µM), for inactives: at the top dose activation, most hits filed as activators; actives 0.007% (n = 380,000); AID 624172; note: % of control where 0% means no effect
Target sequence (P43220 whole entry, looked up): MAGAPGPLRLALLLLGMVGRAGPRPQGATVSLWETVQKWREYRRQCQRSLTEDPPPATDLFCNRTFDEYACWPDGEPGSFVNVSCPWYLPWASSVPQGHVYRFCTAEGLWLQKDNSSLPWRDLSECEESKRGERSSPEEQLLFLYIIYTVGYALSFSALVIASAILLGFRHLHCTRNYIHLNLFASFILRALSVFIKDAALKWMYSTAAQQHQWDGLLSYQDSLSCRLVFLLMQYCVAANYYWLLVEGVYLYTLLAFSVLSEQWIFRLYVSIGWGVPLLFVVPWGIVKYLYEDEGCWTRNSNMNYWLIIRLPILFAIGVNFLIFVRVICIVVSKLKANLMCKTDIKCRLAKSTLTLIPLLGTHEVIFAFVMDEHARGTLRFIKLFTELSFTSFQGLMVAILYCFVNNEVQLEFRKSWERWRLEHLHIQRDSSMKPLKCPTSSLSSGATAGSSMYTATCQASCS
KB-V1 cytotox = kills drug-selected multidrug resistant KB-V1 cells; KB-V1 MDR cells viability, CellTiter-Glo, 72 h; actives 3.4% (n = 400,000); Potency, µM (doses to about 46.1 µM), for inactives: at the highest dose activity change, negative = cytotoxicity, hits mostly cytotoxic; note: % is set by controls: 0 for no effect and ±100 for the full control effect; nearly all actives have a fitted effect of over 60% in size
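Potencies derive from concentration-effect curves fitted to normalized luminescence (CellTiter-Glo) of KB-V1 cells treated for 72 h at 37 degrees C in phenol-red-free DMEM containing 10% FBS.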
SW480 rereplic = induces DNA re-replication in SW480 colon adenocarcinoma cells | Potency, µM (highest dose often 46.1 µM), without a hit: top-dose re-replication activation, usual class: activators | actives 1.8% (n = 340,000) | AID 624297 | SW480 DNA re-replication, Hoechst DNA content imaging, 48 h; note: % of control where 0% means no effect; nearly all actives have a fitted effect of over 55% in size
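250 cells/well; 23 nL cpd via pin tool; 48 hr, 37 C, 5% CO2; Hoechst 40 min; imager read of total nuclear intensity, ex 405/em 500-530 nm.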
TDP-43 yeast inh = rescues yeast growth from TDP-43 toxicity | AID 652104 | TDP-43 expressing yeast growth rescue, BacTiter-Glo, 24 h | Potency, µM (series often up to 46.1 µM), inactives show at the highest dose growth rescue (activation), hits mostly activators | actives 1.8% (n = 410,000); note: % of control where 0% means no effect; nearly all actives have a fitted effect of over 50% in size
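Cell-based yeast growth screen: TDP-43 expression induced in galactose, inoculum OD600=0.02 after raffinose pregrowth to mid-log. Read-out BacTiter-Glo luminescence at 24 hr, 30 deg C; inhibition of toxicity seen as signal increase.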
GLP1R inv ag = inverse agonists of human GLP-1 receptor | P43220 | HEK293 GLP-1R CRE-luciferase, luminescence, 24 h; GLP-1R form is constitutively active | Potency, µM (series often up to 38.3 µM), for the others: at the top dose activity change, negative = inhibition, most hits filed as inhibitors | actives 1.6% (n = 410,000) | AID 624417; note: % is set by controls: 0 for no effect and ±100 for the full control effect; nearly all actives have a fitted effect of over 55% in size
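Using stably transfected HEK293 (constitutively active GLP-1R, cAMP-luciferase reporter), compounds were incubated 24 hr and luciferase measured by luminescence.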
An asterisk follows results filed as active; ? = inconclusive; . = not tested or not shown; & = joins results of further samples; [ ] = another dose, or the depositor's remark. Calls come from the whole dose curve; as a rule, active = well fitted curve in the direction sought with a large enough effect; inconclusive = small, poorly fitted or top-dose-only effect, or another doubt; inactive = no such curve, though single readings can be large; an effect the other way counts as inactive or inconclusive. Potency is the fitted concentration of half-maximal effect. These rows are one share of the data, so the mix of outcomes need not match the whole.

compound | KB-3-1 cytotox | HT1080NT lethal | HT1080 IDH1KD tx | HEK293 tox | GLP1R ag | KB-V1 cytotox | SW480 rereplic | TDP-43 yeast inh | GLP1R inv ag
COC(=O)C1=C(c2cccc(C#N)c2)C[C@@H]2CC[C@H]1N2C(=O)NCc1ccc(F)cc1 | 0% | 13% | 10% | 8% | 8% | ? | -17% | 20% | -4%
CCCCn1c(O)c(/C=C/C=Nc2ccccc2)c(=O)[nH]c1=O | 16% | 4% | 14% | 22% | -4% | 3% | -16% | 3% | 10%
COC(=O)CC(NC(=S)N1CC2C[C@@H](C1)Cn1c2cccc1=O)C(=O)OC (stereo partly specified) | -6% | 9% | 9% | -4% | -5% | 0% | -9% | -5% | 10%
CC1(C)CC(=O)C(C2(O)C(=O)NC(=O)NC2=O)=C(O)C1 | 5% | -2% | 7% | -11% | -5% | 11% | -3% | -22% | -4%
COc1ccc(C(=O)CC2(CC(=O)c3ccc(OC)cc3)C(=O)N(C)C(=O)N(C)C2=O)cc1 | 9% | 12% | 7% | -17% | -2% | 6% | -7% | 9% | 3%
CCCCCCCCCCCCCCCC[N+](C)(C)C | ? | 12µM* | ? | 5% | -5%&-5% | -16% | ? | -90%[inhibitor] | ?
O=C(Nc1cccc2ccccc12)N1Cc2ccccc2-n2nncc2C1 | 3% | 1% | 5% | 0% | 5% | 0% | . | 10% | 10%
CCOC(=O)c1c(N)n(CCN2CCCCC2)c2nc3ccccc3nc12 | -7% | -2% | -6% | 201%[activator] | 4% | -11% | 19% | -4% | 5%
COC(=O)C1=C(c2ccc(OCc3ccccc3)cc2)C[C@@H]2CC[C@H]1N2C(=O)NCc1cccc(F)c1 | ? | -8% | -15% | 0% | 7% | 7.3µM* | . | 11% | 4.5µM*
O=P(Nc1ccccc1)(Oc1ccccc1)Oc1ccccc1 | -5% | -6% | -5% | -15% | 8% | ? | -19% | 19% | ?
COc1ccc(/C=C2/C(=O)NC(=S)N(C3CC3)C2=O)cc1CN1C(=O)c2ccccc2C1=O | -26% | -8% | -15% | -3%[1.53 µM] | -10% | -21% | ? | 6% | -1%
COc1ccc(CCn2c(O)c(C=NCc3cccnc3)c(=O)[nH]c2=O)cc1OC | 4% | 1% | -1% | -6% | -4% | 14% | ? | 1% | 38%[activator]

Other records
compound | KB-3-1 cytotox | HT1080NT lethal | HT1080 IDH1KD tx | HEK293 tox | GLP1R ag | KB-V1 cytotox | SW480 rereplic | TDP-43 yeast inh | GLP1R inv ag
CCCCOc1ccc(C(=O)N2CC(=O)Nc3ccc(Br)cc3C2c2ccc(F)cc2)cc1 (stereo unspecified) | ? | . | . | -24% | . | ? | . | ? | 10µM*
C[n+]1ccc(-c2ccncc2)cc1 | 10% | 14% | 14% | 2% | -4% | 13% | -16% | -13% | 5%
Oc1ccccc1-[n+]1c(-c2ccccc2)cc(-c2ccccc2)cc1-c1ccccc1 | ? | 15µM* | ? | ? | -1% | 18% | -4% | 5% | ?
N#CC(C#N)=Cc1ccc(N2CCCC2)cc1 | 11% | -3% | -4% | -5%[0.307 µM] | 3% | -1% | -2% | ? | 6%[0.307 µM]
CCCCn1c(O)c(C(CC)=NCc2cccnc2)c(=O)[nH]c1=O | 13% | 8% | -2% | 0% | -1% | ? | -7% | -23% | 0%
O=C1NC(=O)C2(Cc3ccccc3N3CCOCC32)C(=O)N1c1ccccc1 (stereo unspecified) | ? | ? | 18µM* | -12% | -6% | ? | ? | -17% | -10%
O=c1c2ccccc2nc(/C=C/c2ccccc2F)n1-c1ccccc1O | 0% | -12% | -11% | 29% | 0% | 10% | ? | -18% | 10%
CCC(C)C12CN3CCN(CC(C)(C3)C1=O)C2 (stereo unspecified) | 4% | -1% | -2% | 75% | -6% | -22% | 4% | 2% | 15%
COc1ccccc1N1CCN(Cc2ccc3c(c2)OCO3)CC1 | 1% | -1% | ? | 10% | 1% | -8% | -10% | -17% | ?
CCCC12CN3CN(C1)CC(CCC)(C3)C2O (stereo unspecified) | 18% | 22% | 20% | -1% | -9% | 16% | 0% | 0% | 4%
O=C(Nc1cc(C(F)(F)F)cc(C(F)(F)F)c1)c1cccn(Cc2ccccc2Cl)c1=O | ? | . | . | 0% | -4% | ? | . | 10% | 9%
CC[C@H]1CN(C)CCc2c([nH]c3ccccc23)C(=O)C[C@@H]1/C(=C\OC)C(=O)OC | -17% | -3% | 1% | 21% | -3% | 0% | 6% | -19% | 13%

Shown with two lines to a compound: two of the compounds above.
Below each SMILES – KB-3-1 cytotox	HT1080NT lethal	HT1080 IDH1KD tx	HEK293 tox	GLP1R ag	KB-V1 cytotox	SW480 rereplic	TDP-43 yeast inh	GLP1R inv ag
CCCCn1c(O)c(C(CC)=NCc2cccnc2)c(=O)[nH]c1=O
→ 13%	8%	-2%	0%	-1%	?	-7%	-23%	0%
O=C1NC(=O)C2(Cc3ccccc3N3CCOCC32)C(=O)N1c1ccccc1 (stereo unspecified)
→ ?	?	18µM*	-12%	-6%	?	?	-17%	-10%

Later entries:
compound | KB-3-1 cytotox | HT1080NT lethal | HT1080 IDH1KD tx | HEK293 tox | GLP1R ag | KB-V1 cytotox | SW480 rereplic | TDP-43 yeast inh | GLP1R inv ag
O=C(Cc1ccccc1)N1CCN(Cc2ccc(Cl)cc2)CC1 | -27% | 2% | 1% | -3% | 9% | -26% | -2% | -19% | ?
O=C(O)c1nn(Cc2ccc(Cl)cc2Cl)c2ccccc12 | 7%&-8% | -13% | 2% | 6% | 4%&-4% | 0%&1% | 1%&2% | 24% | -11%
O=c1[nH]c(=O)n(-c2ccc(F)cc2)c(O)c1C=Nc1ccccc1N1CCCC1 | -8% | 11% | 4% | -7% | -1% | ? | ? | 3% | 0%
COc1cc2c(cc1OC)-c1c(OC)c(OC)cc3c1[C@H](C2)N(C)CC3 | ? | -2% | -5% | -9% | -1% | 13µM* | -1% | 15% | 5%
Cc1ccsc1C(=O)C1CCCN(Cc2cccc(-n3cccn3)c2)C1 (stereo unspecified) | -2% | -10% | -9% | 4% | 21% | -4% | -3% | -16% | 7.9µM*
CN1C(=O)N(C)C(=O)C2(Cc3c(nc4ccccn4c3=O)N3CCc4ccccc4C32)C1=O (stereo unspecified) | 2% | 8% | 9% | -22% | -9% | -9% | 0% | -1% | 6%
COc1ccc(NC2=NCC(C)S2)cc1 (stereo unspecified) | -24% | 23% | 1% | ? | 9% | 0% | ? | -33% | 21%
COc1cc(OC)c2c(c1)OCC1CON(C)C21 (stereo unspecified) | 0% | 9% | 17% | 13% | 2% | -27% | 0% | -1% | 18%
CCCCc1ccc(C(=O)O)nc1 | 0% | ? | 1% | -4% | 10%&1% | -24% | ? | 17% | 1%
CCOP(=O)(OCC)C(Nc1ccccc1)c1cc(OC)ccc1OC (stereo unspecified) | 2% | -3% | -2% | 9% | 19% | ? | 5% | 18% | -7%
O=C1NC(=O)N(c2ccc(F)cc2)C(=O)/C1=C/c1ccc(N2CCOCC2)cc1 | 6% | 8% | 0% | 7% | 0% | 6% | -5% | 26% | 16%
COc1cccc(-c2nnc3n(Cc4ccccc4Cl)c(=O)c4ccccc4n23)c1O | 0% | . | . | -19% | . | -30% | . | 8% | ?

Arranged by heavy-atom count (largest number first): part of the list above
compound | KB-3-1 cytotox | HT1080NT lethal | HT1080 IDH1KD tx | HEK293 tox | GLP1R ag | KB-V1 cytotox | SW480 rereplic | TDP-43 yeast inh | GLP1R inv ag
CN1C(=O)N(C)C(=O)C2(Cc3c(nc4ccccn4c3=O)N3CCc4ccccc4C32)C1=O (stereo unspecified) | 2% | 8% | 9% | -22% | -9% | -9% | 0% | -1% | 6%
O=C1NC(=O)N(c2ccc(F)cc2)C(=O)/C1=C/c1ccc(N2CCOCC2)cc1 | 6% | 8% | 0% | 7% | 0% | 6% | -5% | 26% | 16%
COc1cc2c(cc1OC)-c1c(OC)c(OC)cc3c1[C@H](C2)N(C)CC3 | ? | -2% | -5% | -9% | -1% | 13µM* | -1% | 15% | 5%
O=C(Cc1ccccc1)N1CCN(Cc2ccc(Cl)cc2)CC1 | -27% | 2% | 1% | -3% | 9% | -26% | -2% | -19% | ?

Carrying on.
compound | KB-3-1 cytotox | HT1080NT lethal | HT1080 IDH1KD tx | HEK293 tox | GLP1R ag | KB-V1 cytotox | SW480 rereplic | TDP-43 yeast inh | GLP1R inv ag
CC(=NCc1ccco1)c1c(O)n(-c2ccccc2C)c(=O)[nH]c1=O | 6% | 11% | -1% | -5% | 5% | 7% | -11% | -3% | 2%
O=C(CSc1ncnc2c1nnn2-c1ccc(F)cc1)NCC1CCCO1 (stereo unspecified) | -4% | -15% | -8% | -10% | -13% | -4% | ? | -17% | ?
O=C(COC(=O)c1ccccc1)Nc1ccc(Cl)cc1C(=O)c1ccccc1 | -3% | -1% | -3% | 5% | 7% | 9% | 4% | -17% | 17%
Cc1[nH]c2ccccc2c1C1=CCNCC1 | -1% | 6% | -5% | 0% | -10% | 1% | -9% | -22% | 0%
CCOC(=O)[C@]12Cc3ccccc3[C@H]1N(Cc1ccccc1)C(=O)c1cc(OC)ccc12 | ? | ? | ? | 5% | -8% | ? | . | ? | ?

Compound profiles, as listed above.
`Cc1[nH]c2ccccc2c1C1=CCNCC1` is listed as KB-3-1 cytotox: -1%; HT1080NT lethal: 6%; HT1080 IDH1KD tx: -5%; HEK293 tox: 0%; GLP1R ag: -10%; KB-V1 cytotox: 1%; SW480 rereplic: -9%; TDP-43 yeast inh: -22%; GLP1R inv ag: 0%
`CCCCn1c(O)c(/C=C/C=Nc2ccccc2)c(=O)[nH]c1=O` is listed as KB-3-1 cytotox: 16%; HT1080NT lethal: 4%; HT1080 IDH1KD tx: 14%; HEK293 tox: 22%; GLP1R ag: -4%; KB-V1 cytotox: 3%; SW480 rereplic: -16%; TDP-43 yeast inh: 3%; GLP1R inv ag: 10%

High-throughput results deposited in PubChem by National Center for Advancing Translational Sciences (NCATS).
